RXFP1 antag: qHTS Assay for Antagonists of the Relaxin Receptor RXFP1. Relaxin receptor 1 (Homo sapiens), Q9HBX9. HEK293-RXFP1, relaxin-stimulated cAMP HTRF, 30 min; stronger effect = lower value. activity change, negative = inhibition, % at 57.5 µM. hit rate 0.59% among 350,000. AID 1259400, 2018;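 active = activity change of -60% or lower, but not beyond a set lower limit; inconclusive = change between -60% and -40%, or beyond the set limit; inactive = change above -40%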; also: % is scaled to controls: 0 for no effect and ±100 for the full control effect
Target sequence (Q9HBX9 whole entry, looked up): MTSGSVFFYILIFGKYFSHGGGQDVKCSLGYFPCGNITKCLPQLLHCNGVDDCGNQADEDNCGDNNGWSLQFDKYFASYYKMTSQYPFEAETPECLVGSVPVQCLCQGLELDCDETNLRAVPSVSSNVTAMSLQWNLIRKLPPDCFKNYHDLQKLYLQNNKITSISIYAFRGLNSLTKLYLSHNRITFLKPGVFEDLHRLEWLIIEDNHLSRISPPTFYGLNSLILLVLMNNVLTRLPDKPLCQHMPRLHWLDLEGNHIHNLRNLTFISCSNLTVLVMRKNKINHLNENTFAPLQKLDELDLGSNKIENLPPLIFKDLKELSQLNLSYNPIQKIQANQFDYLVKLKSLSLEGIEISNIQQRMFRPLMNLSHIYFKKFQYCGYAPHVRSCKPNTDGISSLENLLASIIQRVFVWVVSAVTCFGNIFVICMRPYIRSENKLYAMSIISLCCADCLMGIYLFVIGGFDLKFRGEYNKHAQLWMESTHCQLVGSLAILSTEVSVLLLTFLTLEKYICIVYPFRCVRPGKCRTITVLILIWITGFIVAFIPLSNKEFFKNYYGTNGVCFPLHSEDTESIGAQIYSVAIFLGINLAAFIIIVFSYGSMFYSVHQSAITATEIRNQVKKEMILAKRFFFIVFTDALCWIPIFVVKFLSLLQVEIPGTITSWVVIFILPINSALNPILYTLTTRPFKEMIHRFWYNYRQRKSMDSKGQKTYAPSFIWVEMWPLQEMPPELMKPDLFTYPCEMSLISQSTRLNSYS
D1 PAM: Potentiators of Human D1 Dopamine Receptor: qHTS. D(1A) dopamine receptor (Homo sapiens), P21728. HEK293 TREx D1 cells, calcium flux, dopamine EC20 potentiation. potentiation, % at 10 µM. hit rate 0.036% among 360,000. AID 504651, 2011; in the data active = potentiation above about 30%; also: 0% is about no effect
D2 potentiator: HTS Assay for Positive Allosteric Modulators of the Human D2 Dopamine Receptor: Primary Screen for Potentiators; D(2) dopamine receptor (Homo sapiens), P14416; HEK293 T-REx D2, calcium flux, EC20 dopamine potentiation; potentiation, % at 10 µM; hit rate 0.34% among 340,000;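 active = potentiation over 3 SD above the plate norm, cut at about 30% in these data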; also: 0% is about no effect
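Primary screen. Calcium kinetics in induced HEK293 T-REx D2 cells: compound pre-addition 180 s, EC20 dopamine, 180 s more.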
D2 antagonist: HTS Assay for Allosteric Antagonists of the Human D2 Dopamine Receptor: Primary Screen for Antagonists; HEK293 TREx D2 cells, calcium flux, dopamine EC80; inhibition, % at 10 µM; hit rate 2% among 340,000; D(2) dopamine receptor (Homo sapiens), P14416; AID 485344, 2010; in the data active = inhibition above about 30%; also: 0% is about no effect
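Calcium mobilization kinetics were recorded at 1 s intervals in tetracycline-induced HEK293 T-REx D2 cells, first for 180 s after compound addition and then 180 s after EC80 dopamine.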
D1 antagonist: Antagonist of Human D 1 Dopamine Receptor: qHTS; D(1A) dopamine receptor (Homo sapiens), P21728; HEK293 TREx D1 cells, calcium flux, dopamine EC80; stronger effect = lower value; activity change, negative = inhibition, % at 10 µM; hit rate 3.2% among 360,000; AID 504652, 2011; in the data active = activity change below about -30%; also: % is scaled to controls: 0 for no effect and ±100 for the full control effect
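Using tetracycline-induced force-coupled D1 Hek293 cells and a calcium dye, signals were followed for 180 s after compound, then for 180 s after EC80 dopamine, to detect inhibitors.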
TRHR agonist: qHTS for Small Molecule Agonists and Allosteric Enhancers of Human TRH Receptor: Primary Screen for Agonists. Thyrotropin-releasing hormone receptor (Homo sapiens), P34981. TRHR cells, calcium flux fluo-8, FDSS agonist mode. activation, % at 2 µM. hit rate 0.18% among 360,000; also: 0% is about no effect
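Read-out: compound-evoked intracellular calcium rise in TRHR cells, fluo-8 dye, kinetic FDSS fluorescence at 1 s/cycle following a 10-cycle baseline. Cells cultured overnight before dye loading (30 min–1.5 h, RT).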
D1 ag: Allosteric Agonists of the Human D1 Dopamine Receptor: qHTS; hit rate 1% among 360,000; HEK293 T-REx D1 cells, calcium flux, agonist mode; activation, % at 2 µM; D(1A) dopamine receptor (Homo sapiens), P21728; also: 0% is about no effect
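Inducible HEK293 T-REx D1 cells, force-coupled to calcium signalling, were plated at 4000 cells/well with tetracycline and held overnight at 30 C. After no-wash calcium dye loading, compound-evoked calcium rise over 180 s flagged agonists.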
TRHR enhancer: qHTS for Small Molecule Agonists and Allosteric Enhancers of Human TRH Receptor: Primary Screen for Enhancers; Thyrotropin-releasing hormone receptor (Homo sapiens), P34981; TRHR cells, fluo-8 calcium fluorescence, EC20 TRH enhancement; enhancement, % at 2 µM; hit rate 0.66% among 360,000; AID 493056, 2011; in the data active = enhancement above about 30%; also: 0% is about no effect
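TRHR-expressing cells loaded with fluo-8 calcium dye were read kinetically (ex 480/em 530) during compound addition, then stimulated with an EC20 of TRH (10 nM final). Enhancement of the Gq-mediated intracellular calcium response was scored.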
D2 agonist: HTS Assay for Allosteric Agonists of the Human D2 Dopamine Receptor: Primary Screen for Agonists | HEK293 T-REx D2 cells, calcium flux agonist mode | D(2) dopamine receptor (Homo sapiens), P14416 | hit rate 0.53% among 340,000 | activation, % at 2 µM | AID 485358, 2010;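 active = activation over 3 SD above normal in the single-dose calcium agonist read, cut at about 30% in these data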; also: 0% is about no effect
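Calcium-flux readout, 1 cycle/sec over 180 s following compound pin transfer, in inducible HEK293 Trex D2 cells (force-coupled); dopamine controls included. Positive calcium responses during this window marked compounds as potential agonists.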
Starred values were filed as active, the others as inactive; ? = inconclusive; nt = no result given; & = joins results of further samples. Rule as the data show it, unless noted: active = activation above about 30%; inactive = the rest.

SMILES	RXFP1 antag	D2 potentiator	D1 ag	D1 PAM	D1 antagonist	D2 agonist	D2 antagonist	TRHR agonist	TRHR enhancer
O=C(O)CC/C(=C\c1ccc2c(c1)OCO2)c1nc2ccccc2s1	-4	nt	3	6	5	nt	nt	0.1	12
CN(CCOc1cccc2ccccc12)Cc1ccccc1	-12	-29	5	3	13	nt	nt	-0.2	-2
O=C(Nc1ccc2nc3n(c(=O)c2c1)CCCCC3)c1c(F)ccc([N+](=O)[O-])c1F	-20	-4	5	-1	-42*	0.3	9	3.5	6
CC(C)N(Cc1ccccc1)C(=O)CN1C(=O)NC2(CCCC2)C1=O	-2	3	9	nt	10	-0.2	-11	0.0	4
CCCc1nc2ccccc2n1C(=S)SC	5	-34	2	1	2	-1.1	9	-1.3	2
CCn1c(SCC(=O)NCC2CCCO2)nc2c(c1=O)SC(C)C2 (stereo not drawn)	nt	-22	1	-2	13	-0.9	-4	-0.6	-3
CC(C)OCCCNC(=O)COc1ccc2oc3c(c2c1)CCCC3	-28	6	10	6	13	0.4	10	-2.5	0
CCSc1ccc2nnc(-c3ccc(F)cc3)n2n1	-2	3	3	3	-5	0.2	-16	-1.3	-4
Cc1c(Cl)c(C(=O)N2CCCC2)nn1C	10	-1	2	-4	3	-0.7	-13	0.7	2
COC(=O)c1nn(-c2cccc(Cl)c2)cc(OC)c1=O	6	-4	0	4	-1	0.0	-6	-0.1	2
CCOC(=O)c1c(-c2ccccc2)csc1NC(=O)CSc1nc(C)cc(C)n1	5	11	7	5	-3	-1.7	-11	-0.1	-2
CC(=O)NCCOc1cccc2cccnc12	-3	-8	3	-2	-14	-0.3	-3	0.1	-4
COc1c(C)cc(C(=O)C2CCCN(C(=O)CCc3scnc3C)C2)cc1C (stereo not drawn)	-9	28	4	-6	0	0.5	-15	-0.8	53*
COc1ccc(CC(=O)N[C@@H](CCSC)C(=O)N2CCC3(CC2)NCCc2[nH]cnc23)cc1	5	6	0	-1	1	0.3	-5	-0.3	-2
CCCCN(C)c1nc2c(S(=O)(=O)c3ccc(CC)cc3)nnn2c2ccc(Cl)cc12	-22	-2	2	-4	12	0.1	nt	0.1	1
Cc1ccc(S(=O)(=O)Nc2ccc(C(=O)Nc3ccncc3)cc2)cc1	-1	18	2	-1	6	0.0	-1	-0.6	8
c1cncc(CSc2nnc3ccc(-c4ccncc4)nn23)c1	12	3	2	4	-12	-0.4	-5	-0.3	1
COc1ccc(-c2nc3ccccc3o2)cc1NC(=O)c1cc([N+](=O)[O-])ccc1N1CCOCC1	nt	3	-1	2	0	0.0	nt	0.0	0
O=C(c1cc(-c2ccc(Cl)cc2)on1)N1CCCCCC1	-1	nt	-1	-5	8	nt	nt	0.0	0
Cn1c(O)c(/C=N/NC(=O)c2cc3ccccc3cc2O)c2ccccc21	?	-7	147*	nt	-17	21	9	46*	3
CCOC(=O)c1ccc(CN2Cc3ccccc3C2=O)cc1	-6	-3	8	3	5	-0.6	8	-1.4	-5
O=C(Nc1ccccc1)Nc1ccc(S(=O)(=O)N2CCCCC2)cc1	-8	6	14	-5	0	4.1	7	1.7	2
CC1CN(c2cc(=O)n(-c3cccc(Br)c3)c(=O)[nH]2)CC(C)O1 (stereo not drawn)	0	14	0	-3	-1	-0.1	-11	0.5	-1
CC(C)CN(C(=O)/C=C/c1nc2ccccc2s1)C1CCS(=O)(=O)C1 (stereo not drawn)	1	-6	1	-3	3	-0.3	16	0.4	5
O=C(CSc1nc2ncccc2[nH]1)Nc1ccccc1-c1ccccc1	6	1	2	3	9	0.5	16	-0.2	-1
Cc1ccnc(NC(=O)Cn2c(=O)oc3cc(S(=O)(=O)N4CCCC4)ccc32)c1	nt	3	4	-4	9	0.3	26	0.5	-2
CN1CCN(S(=O)(=O)c2ccc(NC(=O)Cc3cccs3)cc2)CC1	-9	16	7	-1	-10	0.6	0	0.0	-3
O=C(NC(Cc1c[nH]c2ccccc12)C(=O)O)c1ccco1 (stereo not drawn)	9	7	5	-2	-4	0.3	-7	-1.2	10
CCNC(=S)N1CCN(CCNC2=CC(=O)CC(C)(C)C2)CC1	-6	nt	2	-3	0	nt	nt	0.3	-1
COc1ccc(OCC(=O)OC2CCN(C)CC2)cc1	-19	9	7	0	-1	1.1	-5	0.0	2
CCOCCCNC(=O)c1cc2c(=O)n(CC)c3ccccc3c2s1	-2	-9	-1	5	-4	-1.3	5	-1.1	-3
COc1ccc(/C=C/C(=O)NCC(=O)N/N=C/c2cc(Br)ccc2OC)cc1	-18	-18	1	5	15	0.3	69*	0.5	2
CC(=O)Nc1ccc(NC(=O)c2ccc3c(c2)CCN3S(=O)(=O)c2ccc(C)cc2)cc1	-16	6	1	5	2	0.7	nt	0.9	-1
S=C(Nc1cccc(Cl)c1)NC1CCCCC1	-2	-5	22	-2	-34*	-0.9	-8	3.1	-9
CCN(CC)C(=S)SCC(=O)NC12CC3CC(CC(C3)C1)C2	-32	12	-2	0	-6	-0.3	1	0.2	-1
Nc1nc(CN2CCN(c3ccccc3F)CC2)nc(Nc2ccc3c(c2)OCCO3)n1	-6	-19	1	-8	-29	72*	54*	-1.0	6
O=C(CC1CCCC1)N1CCN(S(=O)(=O)c2ccccc2)CC1	4	7	1	-3	8	0.0	2	-0.5	11
COc1ccc(CN2CCN(C(=O)c3ccc4nc(N5CCOCC5)sc4c3)CC2)c(OC)c1OC	-6	nt	-2	-1	29	nt	nt	0.1	4
COc1ccc(OC)c(-c2cc(C3CCN(C(=O)OC(C)(C)C)CC3)[nH]n2)c1	-1	23	-1	7	7	2.5	9	-0.6	-1
Cc1nc2cc(NC(=O)c3ccco3)ccc2n1C	-5	-2	3	-6	-15	-0.3	7	-2.0	0
COc1cc(C)c(Cl)cc1S(=O)(=O)N1CCSC1	-4	-3	4	1	-23	-2.8	-7	-0.7	-4
Cc1ccc(NS(=O)(=O)c2cccc(C(=O)NNC(=O)c3ccco3)c2)c(C)c1	-5	5	4	-1	5	-0.4	nt	-0.6	-5
O=C(C1CCCO1)N1CCN(C(=S)Nc2ccc(Br)cc2)CC1 (stereo not drawn)	-10	3	2	1	6	-0.4	18	0.1	22
CCOC(=O)C1=C(c2ccccc2)NC(SC)=C(C#N)C1c1cccnc1 (stereo not drawn)	3	0	0	-3	-5	-0.6	-4	-0.3	1
CCc1nnc(NC(=O)CSc2nnc(CNc3ccc(Cl)cc3)o2)s1	-1	9	5	-1	-2	0.3	50*	-0.4	12

A different layout for part of the listing above.
Screens in order: RXFP1 antag, D2 potentiator, D1 ag, D1 PAM, D1 antagonist, D2 agonist, D2 antagonist, TRHR agonist, TRHR enhancer
O=C(CC1CCCC1)N1CCN(S(=O)(=O)c2ccccc2)CC1
→ 4, 7, 1, -3, 8, 0.0, 2, -0.5, 11
COc1ccc(/C=C/C(=O)NCC(=O)N/N=C/c2cc(Br)ccc2OC)cc1
→ -18, -18, 1, 5, 15, 0.3, 69*, 0.5, 2

More compounds
SMILES	RXFP1 antag	D2 potentiator	D1 ag	D1 PAM	D1 antagonist	D2 agonist	D2 antagonist	TRHR agonist	TRHR enhancer
Cc1nnc(SCCn2c(N3CCC(C)CC3)nc3c2c(=O)[nH]c(=O)n3C)s1	9	-15	1	-9	-60*	0.1	-27	-0.5	10
CCOc1ccc(C(=O)CSCCC(=O)O)cc1	1	-3	4	2	-11	0.9	-3	0.1	-1
COc1ccc(CC(=O)OC(C)C(=O)c2ccc(C)cc2)cc1 (stereo not drawn)	-9	2	10	-2	3	1.8	1	-1.2	9
COC(=O)C1=C(C)N(Cc2ccccc2)C(=NCCc2cccnc2)N[C@H]1c1ccccc1	nt	-5	14&13	-4&-5	-1&3	0.6	-28	1.4&4.1	10&1
O=C(Cn1c(=O)n(Cc2ccc(F)cc2)c(=O)c2sc3ccccc3c21)NCc1ccccc1	nt	-1	3	-1	-5	1.2	nt	-0.6	9
O=C(CCl)N1N=C(c2ccco2)CC1c1cccs1 (stereo not drawn)	nt	-8	2	-8	-6	-0.2	11	-0.5	0
O=C(NNc1cc(N2CCCC2)nc(N2CCCC2)n1)c1ccc([N+](=O)[O-])cc1	-12	-3	4	2	6	-0.2	-14	-1.1	-4
Cc1cc(Cl)ccc1OCCCC(=O)OCC(N)=O	-22	1	0	-1	4	0.3	-1	-0.9	1
CCn1c(C(C)NC(=O)c2cccc(C)c2)n[nH]c1=S (stereo not drawn)	-10	4	3	5	6	-0.4	6	-0.1	-4
Cc1ccc(-n2c(=O)c3ccc(C(=O)NCc4ccccc4Cl)cc3n(CC(N)=O)c2=O)cc1	nt	nt	1	0	0	-1.0	nt	0.9	-2
Cn1nc(C(=O)NCCCN2CCCCC2)c2c1-c1ccccc1S(=O)(=O)C2	1	-20	2	8	11	1.7	-1	-0.3	2
S=C(NCc1ccccc1)N1CCc2ccccc2C1	-5	-15	1	-3	-4	-0.9	-10	-0.4	-3
O=C(/C=C\NCC(=O)c1ccccc1)c1ccc2ccccc2c1	?	-2	3	1	-14	-0.8	2	0.6	4
Cc1onc(-c2c(F)cccc2Cl)c1C(=O)OCc1cnc(Cl)s1	-9	nt	3	-3	1	nt	nt	1.1	-3
CSc1ccc(/C=N/n2c(C3CCCCC3)n[nH]c2=S)cc1	-30	-6	1	15	14	-0.4	-15	-1.6	-6
O=[N+]([O-])c1cccc(C(=Nc2ccccc2)NO)c1	2	4	1	-5	7	0.9	8	-0.3	-1
COc1ccc(C2CCCN2C(=S)Nc2cccc(C)c2C)cc1OC (stereo not drawn)	-5	16	0	-2	8	-0.3	-7	-0.8	7
Cc1ccc2oc3c(c(=O)c2c1)C(c1ccc(F)cc1)N(c1nc(C)c(C)s1)C3=O (stereo not drawn)	1	-1	0	3	-1	-0.2	nt	-0.9	0
COC(=O)c1ccc(N(C(=O)CNC(=O)c2ccco2)C(C(=O)NCC2CCCO2)c2ccc(OC)c(OC)c2)cc1 (stereo not drawn)	-11	-8	3	nt	-4	1.7	14	0.2	6

From PubChem
